PrPC surface inh = reduces human prion protein on the cell surface | cell surface PrPC, TR-FRET read-out | AID 720596 | P04156 | 0.43% of 370,000 active | inhibition, % at 13.8 µM; in the data active = inhibition above about 24%; note: 0% = median of the test wells and 100% = reference compound wells
3CLpro inhibitor = SARS-CoV 3CLpro protease inhibition; P0C6X7; recombinant SARS-CoV 3CLpro, quenched FRET peptide cleavage; inhibition, % at 6 µM; 0.14% of 290,000 active; AID 1706; in the data active = inhibition above about 12%
Y pestis TopoI = Y. pestis Topo-I inhibition via cleavage products; Y. pestis Topo-I cleavage product accumulation, plate reader; activity, % at 10 µM; 0.064% of 360,000 active; in the data active = activity above about 50%, passing the limit was not always enough; inconclusive = no clear call, values can overlap the other calls; note: inactives centre near 2
Vc quorum ag = induces V. cholerae light production without autoinducers. AID 588436. 0.16% of 350,000 active. V. cholerae BH1578 lux reporter, luminescence, 6 h. activation, % at 18.7 µM; in the data active = activation mostly above about 9.7%, no sharp cut-off; inconclusive = no clear call, values can overlap the other calls; inactive = mostly below about 3.7%; note: not every result past the cut was called active; inactives centre near 0; reference of the scale not given here
MazEF act = activators of E. coli MazEF toxin-antitoxin RNase; P0AE70; FAM/BHQ RNA-DNA oligo cleavage fluorescence, 5 h; activation, % at 20 µM; 0.32% of 350,000 active; AID 504720; in the data active = activation above about 50%
Target sequence (P0AE70 whole entry, looked up): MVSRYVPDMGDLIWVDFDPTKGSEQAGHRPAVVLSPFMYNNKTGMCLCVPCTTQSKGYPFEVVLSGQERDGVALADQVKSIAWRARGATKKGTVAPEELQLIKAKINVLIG
PriA SSB inh = blocks PriA binding to SSB C-terminal tail; 0.6% of 430,000 active; AlphaScreen SSBct-PriA binding, biotinylated peptide; inhibition, % at 33 µM; in the data active = inhibition mostly above about 37%, no sharp cut-off; inactive = mostly below about 20%;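 note: plate controls were negative control peptide for no effect and reference peptide for full effect; strong numbers were not always called active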
CCHF vOTU inh = CCHFV vOTU protease inhibition; Pep-AMC fluorescence; inhibition, % at 11.5 µM; 0.55% of 370,000 active; in the data active = inhibition above about 30%; note: 0% = vehicle wells with enzyme and 100% = no enzyme wells
Rv3671c inh = Rv3671c (M. tuberculosis) protease inhibition. P9WHR9. inhibition, % at 5.96 µM. 0.048% of 320,000 active. AID 2606; in the data active = inhibition above about 38%;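 note: extracellular domain of Rv3671c used as enzyme; 0% = enzyme with DMSO and 100% = no enzyme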
Target sequence (P9WHR9 whole entry, looked up, the tested form may be a part): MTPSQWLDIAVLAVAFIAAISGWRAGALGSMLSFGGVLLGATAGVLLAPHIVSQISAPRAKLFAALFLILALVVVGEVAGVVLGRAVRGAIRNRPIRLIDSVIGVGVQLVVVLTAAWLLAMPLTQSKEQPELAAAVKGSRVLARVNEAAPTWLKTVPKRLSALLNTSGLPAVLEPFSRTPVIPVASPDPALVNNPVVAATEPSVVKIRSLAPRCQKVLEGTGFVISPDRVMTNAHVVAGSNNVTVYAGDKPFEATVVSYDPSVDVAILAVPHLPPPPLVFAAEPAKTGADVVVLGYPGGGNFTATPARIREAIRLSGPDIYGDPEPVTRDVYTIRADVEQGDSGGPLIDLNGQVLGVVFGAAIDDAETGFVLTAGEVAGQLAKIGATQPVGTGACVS
DUSP3 inh = blocks human VHR1 dual specificity phosphatase. 0.52% of 290,000 active. AID 1654. P51452. inhibition, % at 13.3 µM. recombinant VHR phosphatase, pNPP absorbance; in the data active = inhibition above about 50%; note: some compounds called inactive have numbers as strong as hits
Target sequence (P51452 whole entry, looked up): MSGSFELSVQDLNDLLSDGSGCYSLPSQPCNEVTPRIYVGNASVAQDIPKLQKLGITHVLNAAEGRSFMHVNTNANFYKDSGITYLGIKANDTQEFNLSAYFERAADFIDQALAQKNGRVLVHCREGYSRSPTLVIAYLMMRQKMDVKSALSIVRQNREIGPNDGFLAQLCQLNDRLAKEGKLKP
TcdB inh = blocks C. difficile toxin B glycohydrolase activity; TcdB glycohydrolase enzymatic assay, plate reader; inhibition, % at 9.99 µM; 0.24% of 350,000 active; AID 652162; in the data active = inhibition above about 10%
* marks the source's active call; other numbers are inactive results; i = inactive; ? = inconclusive; nt = no result given; & = joins results of further samples.

SMILES	PrPC surface inh	3CLpro inhibitor	Y pestis TopoI	Vc quorum ag	MazEF act	PriA SSB inh	CCHF vOTU inh	Rv3671c inh	DUSP3 inh	TcdB inh
O=C(COC(=O)CNC(=O)c1ccc([N+](=O)[O-])o1)Nc1ncc(Cl)cc1Cl	-24	nt	-7	i	4	-8	10	-5	nt	-4.2
CSc1ncnc2c1ncn2CCCN1CCN(Cc2cccc3ccccc23)CC1	-16	nt	27	-1.1	6	nt	5	nt	nt	0.8
CCCN1C(=O)CC(=O)N=C1SCC(=O)Nc1ccccc1F	5	nt	-3	i	-5	-8	-3	8	nt	1.8
CCc1ccc(-c2n[nH]nc2C2=CC(=O)C[C@H](c3ccc(F)cc3)C2)cc1	11	nt	40	-0.7	0	nt	16	nt	nt	-0.5
C[C@@H](C(=O)NCc1ccccc1)[C@@H]1C[C@@]1(C)[C@@H](NC(=O)OCc1ccccc1)c1ccccc1	1	4	-2	-0.7	0	4	1	5	-3	1.5
COc1cccc2c1C(=O)c1c(O)c3c(c(O)c1C2=O)C[C@](O)(C(C)=O)C[C@H]3O[C@@H]1C[C@@H](N)[C@@H](O)[C@@H](C)O1	-28	nt	-34	i	i	33	31*	45*	nt	-24
COc1ccc(/C=C2\CCC/C(=C\C=N\N(C)C)C2=O)cc1	6	0	11	i	13	nt	11	-1	27	0.4
Cc1ccc2c(c1)c1c3n2CCNC3CCC1 (configuration not stated)	4&1	1	-4&5	-0.7&-2.3	6&0	9	-2&-17	-3&7	-7	1.2&1.1
CCn1c2ccccc2c2n[nH]c(=S)nc21	-1	-1	-6	i	12	-24	0	0	62	0.8
O=C(c1ccccc1Cl)N1CCN(Cc2ccc3c(c2)OCO3)CC1	0	0	6	-2.0	-3	-10	-7	3	-4	1.1
Cc1cccc(-n2ccnc2CN2CCC(CO)(Cc3ccccc3)CC2)c1	3	2	-1	-0.3	1	6	5	-1	25	0.2
Cc1noc(C)c1C(=O)NCc1ccccc1	4	2	-2	-0.6	3	-5	1	-4	12	nt
Cn1c(SCC(=O)N/N=C/c2ccc([N+](=O)[O-])s2)nnc1-c1ccccc1	-49	2	1	i	8	nt	4	-15	-4	0.6
CCn1c(O)c(/C=C2\C=NN=C2c2ccccc2)sc1=S	-6	-3	-7	-0.7	-2	nt	5	0	29	-1.3
COc1ccccc1N(CC(N)=O)S(=O)(=O)c1ccc(C)cc1	1	-7	-9	-1.2	-3	4	-10	6	10	nt

Copied from the list:
Y pestis TopoI result of CCn1c2ccccc2c2n[nH]c(=S)nc21 reads -6
Rv3671c inh result of COc1ccccc1N(CC(N)=O)S(=O)(=O)c1ccc(C)cc1 reads 6

The list goes on.
SMILES	PrPC surface inh	3CLpro inhibitor	Y pestis TopoI	Vc quorum ag	MazEF act	PriA SSB inh	CCHF vOTU inh	Rv3671c inh	DUSP3 inh	TcdB inh
COc1cccc(C(=O)N2CCN(C3CCC(c4ccccc4)CC3)CC2)c1OC (configuration not stated)	1	-3	33	i	6	2	6	4	11	nt
O=C(OCCN1CCCCC1)c1cc2ccccc2o1	3	-2	-2	1.9	-2	-10	-9	-2	17	nt
Cn1c(=O)c2c(nc(CN3CCN(c4ccccc4)CC3)n2Cc2c(F)cccc2Cl)n(C)c1=O	-8	-1	-6	-1.4	-1	5	-7	2	6	nt
CS(=O)(=O)N1Cc2ccccc2CC1C(=O)O (configuration not stated)	-9	5	8	-6.4	1	3	2	-1	16	0.0
CC(=O)Nc1cccc(/C(C)=N/NC(=O)c2ccccc2Cl)c1	9	-4	-1	-0.4	10	nt	-15	3	5	0.9
Cc1cccc(NC(=S)NC2CC3CCCC(C2)N3Cc2ccccc2)c1C (configuration not stated)	-3	3	4	-0.3	12	14	3	1	22	-1.8
O=C(CN1N=C(c2ccc(Cl)cc2)CCC1=O)NCCN1CCc2ccccc2C1	-7	-2	23	i	2	-8	-11	-7	21	-0.4
O=C(NNC(=O)c1ccccc1F)c1ccco1	-5	-7	7	-0.2	8	1	-22	3	24	0.9
CCn1c(O)c(N=NC2=NC(=O)CS2)c2cc(C)ccc21	-20	5	-3	-0.1	-8	-8	11	-4	29	nt
CC(C)CC(=O)Nc1nc(-c2ccc(S(=O)(=O)N3CCOCC3)cc2)cs1	12	1	15	-3.6	4	-9	10	nt	8	-2.2
O=C(Nc1cccc(C(=O)N2CCCC2)c1)C1CCCC1	-4	nt	4	i	4	-16	1	nt	nt	0.6
Cc1cnc(C)c(N2CCN(Cc3nc(-c4ccccc4)no3)CC2)n1	0	0	20	-1.1	6	6	2	9	30	-1.1
CCOc1ccc(C2NCCc3cc(OC)c(OC)cc32)cc1OC (configuration not stated)	-2	-4	-12	-0.6	-2	-8	-1	9	9	-1.0
O=C(NCCCc1ccccc1)N1CCOCC1	4	2	-1	-0.2	-1	-3	5	3	29	0.5
CN(C(=O)c1ccccc1C(=O)OCC(=O)c1ccc(F)c(F)c1)C1CCCCC1	4	nt	8	i	-1	0	6	nt	nt	-0.4

Three records picked at random from those above:
SMILES	PrPC surface inh	3CLpro inhibitor	Y pestis TopoI	Vc quorum ag	MazEF act	PriA SSB inh	CCHF vOTU inh	Rv3671c inh	DUSP3 inh	TcdB inh
O=C(Nc1cccc(C(=O)N2CCCC2)c1)C1CCCC1	-4	nt	4	i	4	-16	1	nt	nt	0.6
CC(C)CC(=O)Nc1nc(-c2ccc(S(=O)(=O)N3CCOCC3)cc2)cs1	12	1	15	-3.6	4	-9	10	nt	8	-2.2
Cc1cnc(C)c(N2CCN(Cc3nc(-c4ccccc4)no3)CC2)n1	0	0	20	-1.1	6	6	2	9	30	-1.1

Going on with the list:
SMILES	PrPC surface inh	3CLpro inhibitor	Y pestis TopoI	Vc quorum ag	MazEF act	PriA SSB inh	CCHF vOTU inh	Rv3671c inh	DUSP3 inh	TcdB inh
COc1ccccc1OCC(=O)Nc1ccccc1C(=O)NC1CC1	4	nt	8	i	2	-4	8	6	nt	3.3
Cc1cc(NS(=O)(=O)c2ccc(Br)s2)no1	0	0	-1	-0.9	-4	1	12	-1	nt	nt
O=C(NCCc1ccccn1)C(F)(F)C(F)(F)C(F)(F)C(F)(F)C(F)(F)C(F)(F)C(F)(F)C(F)F	1	-1	11	i	-9	-8	4	3	21	nt
COc1cc(CNCCSc2nnnn2C)cc(Br)c1OCc1ccccc1F	-1	1	16	i	-2	0	1	-14	4	nt
Cc1c(C(=O)N2CCN(c3ccccc3)CC2)oc2c(F)cccc12	-1	-5	19	-0.1	1	-4	3	4	14	0.4
CC(C)(C)OC(=O)c1c(N)n(Cc2ccco2)c2nc3ccccc3nc12	-14	1	2	0.8	-85	-12	-149	-55	11	nt
CCOC(=O)N1CCN(c2c(NCCN(C)Cc3ccccc3)c(=O)c2=O)CC1	8	0	-3	nt	5	-6	7	-5	-5	-2.1
CCCCNC(=O)c1c(N)n(Cc2ccc3c(c2)OCO3)c2nc3ccccc3nc12	-2	3	10	-2.0	-4	1	7	-8	10	1.8
COc1cccc(/C=N/NC(N)=S)c1OCc1cccc(Cl)c1	-4	6	4	-0.3	16	nt	1	-19	0	1.1
CCOc1ccc(OCCC(=O)N2CCN(S(=O)(=O)c3ccc(F)cc3)CC2)cc1	0	nt	7	i	-7	1	-9	-3	nt	0.9
Cn1nc(C(=O)OCC(=O)Nc2ccc(Cl)cc2Cl)c2ccccc2c1=O	-7	nt	4	i	-20	-14	-4	-6	nt	0.5
CN(C=O)CP(=O)(O)CN(C)C=O	1	2	0	-0.5	0	-9	17	-4	10	nt
COC(=O)c1cccc(NC(=O)CC2C(=O)NCCN2C(=O)c2ccc(F)cc2F)c1 (configuration not stated)	7	-4	0	-0.5	6	-9	-8	-1	1	0.8
CC(=O)Nc1ccc(S(=O)(=O)NCC(=O)OCC(=O)NCc2ccc3c(c2)OCO3)cc1	-2	nt	-3	nt	-1	-2	-2	-2	nt	-6.4
O=C(NCc1ccco1)c1nnc(Cc2ccc(Cl)cc2)o1	1	-3	6	-0.1	1	-3	-1	-9	-16	0.2
CCOc1ccc(NC(=O)c2ccc(NC(=S)NC3CCCCC3)cc2)cc1	-6	-11	5	-0.3	6	-9	9	-46	20	-0.5
COc1ccc(N2CCN(C(=O)CS(=O)Cc3nc(-c4ccc(OC)c(OC)c4)oc3C)CC2)cc1 (configuration not stated)	-3	-6	7	i	4	0	7	4	15	1.7
O=C(O)c1cccc(-c2ccccc2)c1O	10	nt	3	i	0	-3	-4	nt	nt	-0.3
CN(C)C(=O)Oc1ccc(Br)c2ccccc12	3	9	7	-0.7	-1	-24	-8	6	8	0.7
CCNC(=S)N/N=C/c1ccccc1[N+](=O)[O-]	-12	1	2	-0.2	8	nt	-6	-2	26	-8.1
c1cncc(CNC2CCCC2)c1	-2	4	5	-0.2	10	-5	-3	4	6	-2.0
CC(=O)Nc1cccc(C(=O)NC2CCCc3c2cnn3-c2ccccc2F)c1 (configuration not stated)	-5	-6	7	i	-2	-10	2	-6	-13	0.3
CCn1cc(C(=O)OCC(=O)Nc2cccc(Cl)c2Cl)c(=O)c2ccc(C)nc21	5	6	-1	i	16	2	-6	18	43	0.8
Cc1cc(N2CCC(C)CC2)nc2ccc(N3C(=O)CCC3=O)cc12	5	0	16	12	3	-27	-45	1	-4	nt
COc1cccc(N2CCN(C(=O)c3oc4ccccc4c3NC(=O)Cc3ccc(OC)c(OC)c3)CC2)c1	0	8	32	-0.1	6	4	16	-6	14	1.7
Cc1ccc(N(C)S(=O)(=O)c2cccc(C(=O)Nc3nnc(C4CC4)s3)c2)cc1	-6	3	19	1.6	-8	-2	-10	-4	10	-0.1
O=C(Nc1c(Cl)cc(Cl)cc1C(=O)NCCN1CCOCC1)c1cccc([N+](=O)[O-])c1	2	1	8	-0.3	7	-18	-9	5	16	-1.0
COc1ccccc1/C=N/NC(=O)CC(=O)NCc1cccnc1	4	2	4	-0.1	4	nt	15	7	21	nt
O=C(CN1CCOCC1)N/N=C/c1ccc(C(=O)O)cc1	-6	2	0	-0.1	-1	nt	8	3	2	0.2
CC(C)c1ccc(OCC(=O)N2CCCN(C)CC2)cc1	3	-7	8	i	1	-2	7	3	18	0.5
CN(C(=O)c1ccc(=O)n(Cc2ccc(Cl)cc2)c1)c1ccccc1	0	1	11	1.0	8	-4	-9	6	-5	0.2
COc1ccccc1C(=O)NCC(=O)NCCC(c1ccccc1)c1ccccc1	4	nt	-8	i	-4	-1	13	-5	nt	-6.8
CN(Cc1ccon1)C(=O)CC1C(=O)NCCN1Cc1cccc(Oc2ccccc2)c1 (configuration not stated)	6	2	?	i	1	-3	-11	-18	23	0.0
C[C@@H]1C(=O)OC[C@H]1NC(=O)OCc1ccccc1	-4	nt	9	-0.5	2	-15	-5	4	nt	-0.6
Cc1nc(C(F)(F)F)ccc1C(=O)N1CCC1(C)C(=O)NS(=O)(=O)c1cccc(Cl)c1 (configuration not stated)	6	nt	4	-0.4	nt	nt	1	nt	nt	0.0
CCOC(=O)c1c(-c2ccc(C)o2)csc1NC(=O)CN1CCCCC1	0	0	25	4.6	2	-6	16	-5	-4	1.8
CN=C(NC1CCCCC1)c1ccc([N+](=O)[O-])cc1	-14	8	-5	1.7	6	-10	-17	-2	1	2.3
O=C(Cc1c(F)cccc1Cl)c1ccc(O)cc1O	-2	1	1	-3.6	-5	-5	-1	-3	-14	nt
COc1ccc(/C=C/C(=O)Nc2cc(S(=O)(=O)N3CCOCC3)ccc2N2CCCC2)cc1OC	11	4	13	-0.3	2	-2	15	5	-2	0.9
CCOCCCN(Cc1cc2cc(C)cc(C)c2[nH]c1=O)C(=O)N(CC)CC	-2	-3	11	-0.3	0	-14	-7	-2	-1	nt
COC(=O)c1ccc(-c2noc(CN(C)CC3CCCCO3)n2)cc1 (configuration not stated)	2	-1	-5	i	3	-6	15	-5	9	1.2
CCOC(=O)Cn1c(=O)oc2cc(S(=O)(=O)N3CCCC(C(=O)OCC)C3)ccc21 (configuration not stated)	1	3	2	-0.5	5	-12	-4	-5	21	-0.3
CCCCC1C2C(=O)N(c3ccc(C)cc3)C(=O)C2ON1c1ccccc1 (configuration not stated)	-2	3	15	-0.7	-1	-5	-7	5	-26	0.4

An excerpt; rates above refer to the full screens.
